Rad51 HR inh – Rad51 (human) homologous recombination inhibition. inhibition, % at 10 µM. Q06609. hRad51 DNA strand exchange, fluorescence dequenching. 200,000 tested, 0.085% active. AID 1385;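 active means inhibition above 40% at the single screening dose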;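 further: 0% = DMSO control wells and 100% = blanks with heterologous ssDNA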
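System: hRad51 filaments on single-stranded DNA; reagent: Fluorescein- and BHQ1-tagged 47-mer duplex; compound dosing: one concentration, 10 µM final; timing: filaments 15 min 37 °C, then compound 30 min; measured by: fluorescein emission 520 nm, excitation 485 nm; benchmarks: per-plate controls and blanks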
Cl transport mod – KCC2 (human) Cl- transport modulation; 190,000 tested, 2.2% active; KCC2 cells, thallium flux FluoZin-2 fluorescence; Q9H2X9; B-score of Tl+ flux slope (higher = more flux/activation; lower = inhibition) at 10 µM;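 active means thallium flux slope and its plate-corrected score both differing from the plate sample mean at a set confidence after two filtering rounds, in either direction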;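 further: slope of fluorescence scaled to starting intensity during 10 to 20 s after thallium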
thrombin 1536 – thrombin (human) inhibition; 220,000 tested, 0.26% active; AID 1046; P00734; inhibition, % at 5 µM; alpha-thrombin, Boc-VPR-AMC fluorogenic substrate cleavage;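 active means inhibition at or above 40%; inactive means inhibition below 40%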;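 further: 0% = enzyme with no compound and 100% = wells without enzyme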
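Material: Human alpha-thrombin protein | Buffer or medium: pH 7.5 Tris-saline with Tween 20 | Reagent: Boc-VPR-AMC substrate, 15 µM final | Schedule: Reaction at ambient temperature | Detection: AMC fluorescence at 355 nm excitation and 460 nm emission | Evaluation: Percent inhibition scaled between no-compound controls and no-enzyme blanks | Controls: no-compound enzyme wells and no-enzyme blanks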
hK5 inh – blocks human kallikrein 5 protease activity; 210,000 tested, 0.59% active; Q9Y337; inhibition, % at 5 µM; AID 873; recombinant hK5, fluorogenic AMC substrate cleavage;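 active means inhibition of 40% or more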;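 further: 0% = enzyme controls without compound and 100% = no-enzyme blanks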
Target sequence (Q9Y337 67-293 limits assumed): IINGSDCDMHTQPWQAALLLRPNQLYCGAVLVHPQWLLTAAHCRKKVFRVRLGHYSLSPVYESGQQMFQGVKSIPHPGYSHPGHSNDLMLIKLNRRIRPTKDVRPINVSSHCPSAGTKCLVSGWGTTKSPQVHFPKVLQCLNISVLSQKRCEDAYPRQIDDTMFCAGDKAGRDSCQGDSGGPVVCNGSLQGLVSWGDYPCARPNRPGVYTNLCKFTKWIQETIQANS
FXIa inh 1536 – inhibitors of human coagulation factor XIa; P03951; purified FXIa, Boc-Glu-Ala-Arg-AMC fluorogenic substrate; inhibition, % at 5 µM; 220,000 tested, 0.14% active;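 active means inhibition of at least 40%; inactive means inhibition below 40%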;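 further: fluorescence of freed AMC excited at 355 nm; 0% = enzyme without compound and 100% = no enzyme blank; many of its hits are not listed in these tables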
Target sequence (P03951 19-387 limits assumed): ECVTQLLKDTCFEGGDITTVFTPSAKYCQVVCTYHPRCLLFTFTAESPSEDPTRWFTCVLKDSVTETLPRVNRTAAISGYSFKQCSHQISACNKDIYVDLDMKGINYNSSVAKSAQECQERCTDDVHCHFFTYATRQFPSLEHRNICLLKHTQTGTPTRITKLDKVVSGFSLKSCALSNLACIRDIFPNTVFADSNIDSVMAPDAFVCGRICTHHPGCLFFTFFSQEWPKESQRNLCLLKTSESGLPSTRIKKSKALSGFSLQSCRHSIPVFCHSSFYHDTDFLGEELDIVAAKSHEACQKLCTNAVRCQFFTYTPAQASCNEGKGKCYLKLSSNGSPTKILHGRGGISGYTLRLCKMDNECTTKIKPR
Target sequence (P03951 388-625 limits assumed): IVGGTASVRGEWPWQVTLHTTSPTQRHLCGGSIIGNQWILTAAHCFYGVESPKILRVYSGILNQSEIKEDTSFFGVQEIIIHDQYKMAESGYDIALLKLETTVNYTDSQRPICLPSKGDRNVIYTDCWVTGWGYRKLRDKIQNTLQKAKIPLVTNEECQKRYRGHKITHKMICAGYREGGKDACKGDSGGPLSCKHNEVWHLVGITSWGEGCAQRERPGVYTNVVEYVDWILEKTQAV
TNF death inh – blocks TNF-alpha induced death of Jurkat FADD-/- cells | activation (protection from cell death), % at 10 µM | 220,000 tested, 0.068% active | Jurkat FADD-/- TNF necroptosis rescue, ATP luminescence, 24 h; 0 = TNF only, 100 = no-TNF cells;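 active means activation, meaning protection from cell death, of at least 50% relative to plate controls; inactive means activation below 50%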;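 further: necroptosis triggered by 40 ng/mL TNF-alpha added together with compound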
Hck-Nef inh – inhibitors of human Hck kinase activated by Nef; P08631; Recombinant Hck-YEEI plus Nef, Z-Lyte FRET kinase assay; inhibition, % at 20 µM; 220,000 tested, 0.68% active; AID 463187;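 active means Hck-Nef kinase inhibition above about 50%, limit read from the data; inactive means inhibition below that limit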;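 further: 0% = DMSO with Hck plus Nef and 100% = Hck alone without Nef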
L929 necroptosis – L929 zVAD cell death inhibition; L929 zVAD necroptosis rescue, ATP luminescence, 24 h; with zVAD 60 µM; 220,000 tested, 0.38% active; AID 1377; viability rescue, % at 10 µM;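 active means activation, scaled between plate controls, above about 75%, limit read from the data; inactive means activation under that limit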;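 further: 0% = zVAD with DMSO and 100% = DMSO alone without zVAD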
FXIIa inh 1536 – inhibitors of human coagulation factor XIIa. purified FXIIa, Boc-QGR-AMC fluorogenic substrate, 2 h. inhibition, % at 5 µM. 220,000 tested, 0.3% active; in the data active means inhibition above about 40%;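 further: 0% = enzyme with no compound and 100% = blank without enzyme; many of its hits are not listed in these tables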
Starred values were filed as active, the others as inactive; / = no result given. An excerpt; the hit share may differ from the screen's.

Molecule	Rad51 HR inh	Cl transport mod	thrombin 1536	hK5 inh	FXIa inh 1536	TNF death inh	Hck-Nef inh	L929 necroptosis	FXIIa inh 1536
COc1ccc(C)cc1S(=O)(=O)N(C)CC(N)=O	/	-0.95	1	-4	1	-1.6	8	-0.8	6
COc1ccc(CCNC(=O)/C=C/c2cc(OC)c(OC)c(OC)c2)cc1OC	6	0.38	-4	2	-2	-0.2	4	3.0	/
O=C(CSc1nnnn1Cc1ccccc1)NC1CCCCC1	8	-0.54	-4	-3	-7	2.6	-14	3.2	/
CCN(CC)c1ccc(/C=N/NC(=S)NC)c(O)c1	/	5.1*	3	/	4	-3.8	1	1.4	11
CN(C)CCCNC(NC(=O)/C=C/c1ccccc1)C(Cl)(Cl)Cl (stereo not drawn)	-3	0.021	-1	3	6	1.6	14	-0.3	3
C=CCC(NCc1ccco1)c1ccc(OC)c(OC)c1 (stereo not drawn)	3	0.053	2	4	1	0.7	-14	-0.4	16
O=C(NC(=O)N1CCN(c2ccccc2F)CC1)c1ccccc1	-8	-1.5	-14	-4	3	-2.4	1	-0.3	1
O=C1CSC(c2ccccc2)N1c1cccnc1 (stereo not drawn)	-2	0.42	-6	-7	3	9.0	6	0.9	4
CCOC(=O)c1[nH]c2ccccc2c1NC(=S)Nc1cccc(C)c1	/	1.8	3	-15	0	-3.2	19	9.0	3
CS(=O)(=O)c1ccc(Cl)c(NC(=O)COC(=O)c2ccc(F)cc2Cl)c1	3	0.18	-6	-6	-4	0.5	0	2.0	/
Cc1cc2c(cc1C)C(c1ccccc1Br)CC(=O)N2 (stereo not drawn)	-8	1.5	-6	-7	2	-1.7	0	1.8	2
O=C(Nc1nc(-c2cccs2)cs1)C1=COCCO1	-2	-0.9	2	-6	7	-2.6	1	3.6	6
CCN1CCC2(CC1)C(C#N)=C(N)Oc1c2sc2nc(C)cc(C)c12	-11	/	19	-14	-6	2.1	2	6.5	16
O=C(/C=C/c1cccc([N+](=O)[O-])c1)Nc1ccc(NC(=O)c2cccs2)cc1	-4	0.84	-5	-16	6	1.6	12	0.8	0
O=C1c2ccccc2C(=O)N1CCSc1ncn[nH]1	2	0.51	0	-13	2	0.2	9	0.0	8
Cc1ccccc1C(=O)N/N=C1\SCC(=O)N1Cc1ccco1	28	0.5	12	2	0	1.6	22	3.3	6
O=C1C(C=Nc2ccccc2O)=C(O)c2ccccc21	-13	/	6	-32	1	-0.2	0	1.6	14
CC(=O)c1c(NC(=O)C(C)C)nc(C)nc1-c1ccccc1	/	/	0	5	8	-2.3	0	1.6	15
Cc1c(CBr)[n+](=O)c2c(n1[O-])C(Br)CCC2Br (stereo not drawn)	29	0.012	-2	0	0	1.6	-36	-0.4	8
C/C=C/C=C/[C@H]1Cc2cc(O)cc(O)c2O1	-4	-0.0057	4	3	3	-3.1	45	0.3	9
CC(C)c1nc2n[nH]c(N)c2c2c1CCCC2	1	-0.052	-2	-23	-4	-2.0	11	0.5	10
O=C(CNC(=O)COc1ccccc1)NCc1ccccc1F	-8	-0.16	-1	-6	5	0.9	2	0.9	2
N#C/C(=N\Nc1ccc(Br)cc1)C(=N)N1CCOCC1	-11	-0.23	0	-7	0	0.7	-4	0.6	5
COc1ccc(N(CC(=O)N/N=C/c2ccc3c(c2)OCO3)S(=O)(=O)c2ccccc2)cc1	23	0.8	8	-5	0	0.6	24	3.0	12
COc1ccc(OC)c(-n2c(=S)[nH]c3c(sc(=S)n3-c3ccccc3C)c2=O)c1	11	0.96	4	-10	-1	-1.3	-8	1.3	14
O=C(Nc1ccn(Cc2ccccc2)n1)c1cccc(F)c1	-13	-4.2*	22	-4	32	3.2	17	-0.2	24
CCOC(=O)/C(=N\Nc1ccc(C(C)=O)cc1)c1csc(Nc2ccccc2)n1	-248	-1.3	-3	-7	9	-2.6	-1	0.0	11
COc1ccc(CN2CCN(CCc3ccccc3)C(CCO)C2)cc1Cn1cncn1 (stereo not drawn)	-6	0.42	0	6	2	0.8	26	-0.2	13
Cn1c(=O)[nH]c(=O)c2c1nc(NCc1ccccc1)n2CCCc1ccccc1	-4	-0.61	-3	0	4	-5.7	1	-0.2	9
O=C(O)CCN1c2ccccc2Sc2ccccc21	/	-2.2	0	1	2	0.7	-52	-0.4	7
Cn1cnnc1SCC(=O)NN1C(=O)NC(C)(c2ccccc2)C1=O (stereo not drawn)	23	-0.044	-5	9	5	1.2	8	0.1	5
COC(=O)c1nn(-c2ccccc2)c(-c2ccccc2)c1C(=O)c1ccccc1	/	-1.3	-4	-1	-5	-3.8	1	-0.3	-1
Cc1oc(-c2cc(F)ccc2F)nc1CN1CCCN(C(=O)c2ccco2)CC1	/	-0.19	0	/	1	1.2	7	-0.3	9
COC(=O)C1C(O)=CC(=O)CC1C (stereo not drawn)	-8	0.64	-2	-9	-10	-1.7	1	-0.1	1
O=C(N/N=C/c1cccs1)c1c[nH]c2ccccc12	-11	-0.72	20	-2	-11	-0.8	2	54	-9
O=C(CCn1c(=O)oc2ccccc21)N1CCN(c2ccccc2Cl)CC1	0	-0.69	-8	1	-6	-12	8	-0.4	0
CN=C(Nc1ccc(Br)cc1)SC1CC(=O)N(c2ccc(OC)cc2)C1=O (stereo not drawn)	9	0.52	-9	-8	-3	0.9	14	3.2	4
Cc1c(N2C(=O)CS/C2=N\N=C\c2ccc(Cl)cc2)c(=O)n(-c2ccccc2)n1C	-5	/	-4	-5	-1	-3.3	-1	-0.2	5
COC(C[C@@H]1O[C@H]1[C@@H](O)[C@@H](C)OCc1ccccc1)OC	-3	-0.64	19	30	17	0.4	14	0.6	21
CCc1ccc(NC(=O)C(=O)NCCOc2ccccc2Cl)cc1	0	-0.13	-4	-13	-8	1.4	4	1.4	-4
CC1CN(c2oc(-c3cccs3)nc2C#N)CC(C)O1 (stereo not drawn)	-4	0.85	-4	-133	-22	-0.2	0	0.1	-58
CCC1CCCCN1c1nc(-c2cccc(OC)c2O)nc2ccccc12 (stereo not drawn)	-3	/	4	7	0	-0.9	2	11	3
CC1(C)CC(O)C(CCC(O)c2ccccc2)C(C)(C)N1 (stereo not drawn)	6	/	-1	-14	1	-0.1	0	0.9	-1
O=C1NC(=O)/C(=C\c2ccccc2OCc2cccc([N+](=O)[O-])c2)N1	6	-0.47	-7	-9	-4	0.4	4	0.3	-4
O=C(N/N=C/c1ccc[nH]1)c1ccc(Cl)cc1	1	1.7	-6	-7	2	-0.3	-2	0.1	9
CC(=O)NC(CCS(C)(=O)=O)C(=O)Nc1cccc2ccccc12 (stereo not drawn)	6	-0.62	1	-4	-7	-0.2	24	0.5	0
C=CCN(CC=C)C(=O)Cn1cnc([N+](=O)[O-])n1	/	0.049	6	-3	4	1.9	0	-0.5	12
CCc1ccc2nc(NC(=O)c3cc(C)on3)sc2c1	-8	42*	-2	4	-1	-14	0	2.3	9
O=C1C2CC=CCC2C(=O)N1c1n[nH]c(CCc2ccccc2)n1 (stereo not drawn)	-4	/	1	-6	4	-0.7	-1	-0.1	20
Cc1ccccc1Nc1nnc(C)c(=O)[nH]1	-9	/	-7	-2	0	0.1	0	0.2	1

Marked active in Cl transport mod (from the list above):
| Molecule | Rad51 HR inh | Cl transport mod | thrombin 1536 | hK5 inh | FXIa inh 1536 | Hck-Nef inh | FXIIa inh 1536 |
| --- | --- | --- | --- | --- | --- | --- | --- |
| CCN(CC)c1ccc(/C=N/NC(=S)NC)c(O)c1 | / | 5.1* | 3 | / | 4 | 1 | 11 |
| O=C(Nc1ccn(Cc2ccccc2)n1)c1cccc(F)c1 | -13 | -4.2* | 22 | -4 | 32 | 17 | 24 |
| CCc1ccc2nc(NC(=O)c3cc(C)on3)sc2c1 | -8 | 42* | -2 | 4 | -1 | 0 | 9 |

Not a retest: an excerpt of the list.
Molecule	Rad51 HR inh	Cl transport mod	thrombin 1536	hK5 inh	FXIa inh 1536	TNF death inh	Hck-Nef inh	L929 necroptosis	FXIIa inh 1536
O=C(Nc1ccn(Cc2ccccc2)n1)c1cccc(F)c1	-13	-4.2*	22	-4	32	3.2	17	-0.2	24
CCOC(=O)/C(=N\Nc1ccc(C(C)=O)cc1)c1csc(Nc2ccccc2)n1	-248	-1.3	-3	-7	9	-2.6	-1	0.0	11
COc1ccc(CN2CCN(CCc3ccccc3)C(CCO)C2)cc1Cn1cncn1 (stereo not drawn)	-6	0.42	0	6	2	0.8	26	-0.2	13

Arranged by value in Hck-Nef inh (ascending): some entries from above
smiles	Hck-Nef inh
O=C1C2CC=CCC2C(=O)N1c1n[nH]c(CCc2ccccc2)n1 (stereo not drawn)	-1
Cn1cnnc1SCC(=O)NN1C(=O)NC(C)(c2ccccc2)C1=O (stereo not drawn)	8
Cc1ccccc1C(=O)N/N=C1\SCC(=O)N1Cc1ccco1	22

Going on with the list.
Molecule	Rad51 HR inh	Cl transport mod	thrombin 1536	hK5 inh	FXIa inh 1536	TNF death inh	Hck-Nef inh	L929 necroptosis	FXIIa inh 1536
CCCS(=O)(=O)c1c(S(=O)(=O)CCC)c2c(C)cccn2c1C(=O)OC	-5	0.15	-2	-2	-2	-1.3	1	0.1	5
CCCCc1nc2ccccc2[nH]1	6	-0.42	-13	-5	-5	7.0	19	2.1	-1
CC1CC(CC(=O)Nc2nc(-c3ccccc3)cs2)C(=O)O1 (stereo not drawn)	-3	-4.6	-5	-6	-1	0.3	16	2.7	4
CCOC(=O)c1cc2c(ccn2-c2ccc(F)cc2)n1CC(=O)NC(C)(C)C	4	-5.6*	-2	-2	-1	1.6	19	-0.3	10
